Mm-Cpn inhibitor: Inhibitors of TCP-1 ring complex (TRiC) of Methanococcus maripaludis (MmCpn): qHTS. Chaperonin Mm-Cpn (Methanococcus maripaludis). purified Mm-Cpn ATPase, ADP Transcreener TR-FRET. Potency, µM (highest dose often 76.9 µM), for inactives: at the top dose activity, negative = inhibition, usual class: inhibitors. 0.031% of 330,000 active. AID 504842, 2011; active means well fitted inhibition curve with a large enough effect; inconclusive means small, poorly fitted or top-dose-only effect; further: nearly all actives have a fitted effect of over 80% in size
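ATP (10 uM final) was added to archaeal chaperonin (25 nM final) after 10 min exposure to test compound at 37°C; after 30 min further incubation, ADP was detected by competitive TR-FRET.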
Starred values were filed as active, the others as inactive; ? = inconclusive; [ ] = remark or other dose. On the % scale 0 is the no-effect control and ±100 the full control effect; potency means the concentration at half of the fitted maximal effect.

SMILES | Mm-Cpn inhibitor
CCN(CC)CCCN1C(=O)C(O)=C(C(=O)c2ccc(C)o2)C1c1cccs1 (stereo not given) | 0%
O=c1c(-c2nc3ccccc3o2)c2oc3ccccc3n2c2ccccc12 | 0%
COc1cc2c(cc1OC)C1O[C@](CCCCN3C(=O)c4ccccc4C3=O)(C2)OC2=C1C(=O)c1ccccc1C2=O | 0%[15.4 µM]
COc1ccc2c(c1)c1ncnc(N3CCN(Cc4ccc5c(c4)OCO5)CC3)c1n2C | -3%
CC(=O)c1ccccc1NC(=O)COC(=O)c1ccc2c(c1)nc(C)n2-c1ccccc1 | -2%
O=C(NC(=S)NC1CCSC1=O)c1ccc([N+](=O)[O-])cc1 (stereo not given) | 0%
COc1ccc2nc(/C=N/NC(=O)[C@H](C)NC(=O)OC(C)(C)C)ccc2c1 | 0%
Cc1cccc(-n2c(N)cc(=O)nc2SCC(=O)Nc2nnc(CC(C)C)s2)c1 | 1%
O=C(Oc1ccccc1O)c1cccc2ccccc12 | 3%
CCOc1ccc(-n2c(Cc3cc(=O)[nH]c(=O)[nH]3)nnc2SC(C)C(=O)OC)cc1 (stereo not given) | 2%
CCN1C(=NCC(C)C)N[C@@H](c2ccccc2)[C@H](C(=O)OC)[C@H]1C | 0%
COc1ccc(C(C#N)Nc2ccccc2)cc1 (stereo not given) | -1%
COc1cc2c(cc1OC)C1O[C@](CCCCN3C(=O)c4ccccc4C3=O)(C2)Oc2cc(C)n(Cc3ccccc3)c(=O)c21 | -6%[15.4 µM]
Oc1ccc(O)c(/C(=N/Nc2ccccc2)c2ccccc2)c1 | 0%
COc1ccc([C@]23Cc4ccccc4C(O2)c2c(cc(-c4ccccc4)oc2=O)O3)cc1 | -22%[15.4 µM]
O=C1CSC(c2cn(-c3ccccc3)nc2-c2cccs2)N1Cc1ccccc1 (stereo not given) | ?
CCCc1nc2sc3c(=O)[nH]cnc3c2c2c1CCCC2 | -7%
CCN(CC)CCCNC(=O)c1ccc2c(SCC(=O)O)c3c(nc2c1)CCC3 | 1%
COc1ccc2c(COC(=O)CCS(=O)(=O)c3ccccc3)cc(=O)oc2c1 | -10%
CCCCn1nc(-c2ccccc2)c2nc3ccccc3nc21 | 0%
Cc1ccc(S(=O)(=O)c2cc3c(=O)n4cccc(C)c4nc3n(CC3CCCO3)c2=N)cc1 (stereo not given) | -3%
CCOc1ccccc1CNC(=O)C1CCCN(c2nc3ccccc3o2)C1 (stereo not given) | -2%
CCOC(=O)C1=C(C)N=C2SCCC(=O)N2C1c1ccc(OC)cc1 (stereo not given) | 1%
CCNC(=S)Nc1cccc([N+](=O)[O-])c1 | 0%
O=C(COC(=O)c1cc(-c2ccncc2)nc2ccccc12)Nc1ccc2c(c1)OCO2 | 0%
COc1ccc(-c2nnc3sc(-c4ccc(Br)o4)nn23)cc1OC | ?
COc1cc(OC)cc(-c2nnc(Sc3ccc(C=O)cc3[N+](=O)[O-])o2)c1 | -1%
O=C(c1ccc(CS(=O)(=O)c2ccc(Br)cc2)o1)N1CCN(C2CCCCC2)CC1 | 1%
O=C(C1=C[C@@H]2[C@H]3C(=O)N(c4ccccc4)C(=O)[C@H]3[C@@H](C(=O)c3ccc(Cl)cc3)N2C=C1)c1ccccc1 | -6%
COc1cc2cc(Oc3ccc4ccc(=O)oc4c3)c(=O)oc2cc1OC(=O)C=C(C)C | 0%
CN(C)CCN(C)Cc1ccc2c(c1)Cc1ccccc1-2 | -1%
CCn1c(C)nc2cc(C(=O)NNC(=O)Nc3ccc(Cl)c(Cl)c3)ccc21 | -4%
COc1ccc(-c2nnc3ccc(SCC(=O)Nc4cc(C)on4)nn23)cc1 | -1%
CCc1ccc(NC(=O)c2nc(S(=O)(=O)Cc3ccccc3)ncc2Cl)cc1 | 1%
Cc1cccc(N2CCN(S(=O)(=O)c3ccc4[nH]c(=O)c(=O)[nH]c4c3)CC2C)c1 (stereo not given) | -2%
COc1cc(OC)cc(C(=O)NCCSCc2ccco2)c1 | -4%
Cc1ccc(S(=O)(=O)N2CC=C(C(=O)NCc3ccc(F)cc3)CC2)cc1 | 0%
Clc1cccc(-c2ccc3ncnc(NCc4ccc5c(c4)OCO5)c3c2)c1 | -3%
CCN(CC)c1ccc(/C=N/NC(=O)C(O)(c2ccccc2)c2ccccc2)o1 | 1%
Cn1cccc1/C=N/NC(=O)c1sc2cc(Cl)ccc2c1Cl | 1%
CCc1cc2c(=O)c(-c3cscn3)coc2cc1OC | 1%
Cc1ccccc1NC(=O)c1ccc(Cl)c(NC(=O)c2cccnc2)c1 | -1%
O=C(CN1C(=O)NC2NC(=O)NC21)N/N=C/c1ccccc1F (stereo not given) | 2%
COc1ccc(C2c3c(ccc4ccccc34)Oc3ncn4nc(Cc5ccc(OC)c(OC)c5)nc4c32)cc1 (stereo not given) | 0%
COc1ccc2c(=O)c3c(=O)n(-c4ccc(C)cc4)c(-c4ccccc4)nc3oc2c1 | -2%
Cc1ccc(S(=O)(=O)c2cc3c(=O)n4cccc(C)c4nc3n(Cc3ccco3)c2=N)cc1C | -1%
Cc1ccnc(NS(=O)(=O)c2cc(C(F)(F)F)ccc2Cl)c1 | ?
CN(CCOC(=O)CN1C(=O)c2ccccc2C1=O)C1=NS(=O)(=O)c2ccccc21 | -6%

Molecules from the list above with a furan ring, fused or not, in the order listed:
SMILES | Mm-Cpn inhibitor
CCN(CC)CCCN1C(=O)C(O)=C(C(=O)c2ccc(C)o2)C1c1cccs1 (stereo not given) | 0%
COc1ccc(-c2nnc3sc(-c4ccc(Br)o4)nn23)cc1OC | ?
O=C(c1ccc(CS(=O)(=O)c2ccc(Br)cc2)o1)N1CCN(C2CCCCC2)CC1 | 1%
COc1cc(OC)cc(C(=O)NCCSCc2ccco2)c1 | -4%
CCN(CC)c1ccc(/C=N/NC(=O)C(O)(c2ccccc2)c2ccccc2)o1 | 1%
Cc1ccc(S(=O)(=O)c2cc3c(=O)n4cccc(C)c4nc3n(Cc3ccco3)c2=N)cc1C | -1%

Rewritten with the structure last: part of the list above
Mm-Cpn inhibitor | structure
0% | Cc1ccc(S(=O)(=O)N2CC=C(C(=O)NCc3ccc(F)cc3)CC2)cc1
1% | CCN(CC)c1ccc(/C=N/NC(=O)C(O)(c2ccccc2)c2ccccc2)o1

Other entries.
compound	Mm-Cpn inhibitor
CC(C)c1ccc(S(=O)(=O)N2CCN(CC(=O)c3ccc(O)c(O)c3)CC2)cc1	-4%
COC(=O)c1c(NC(=O)CN2CCN(S(=O)(=O)c3ccccc3)CC2)sc2c1CCC(C)C2 (stereo not given)	-9%
COc1ccc(-n2c(=S)[nH]c3cc(C(=O)Nc4ccccc4OC)ccc3c2=O)cc1	1%
O=C(/C=C/c1ccc(F)cc1)Nc1nc2ccccc2[nH]1	2%
Cc1ccc(NC(=S)Nc2ccc(S(=O)(=O)Nc3ncccn3)cc2)cc1Cl	-2%
CCC(C)NC(=O)c1cc(Sc2nnc(C)s2)nc2ccccc12 (stereo not given)	0%
COc1ccc(OC)c(NC(=O)C2C3CCC(O3)C2C(=O)O)c1 (stereo not given)	-1%
O=C(CSc1nnc(-c2ccccc2)o1)n1c2c(c3ccccc31)CCCC2	-1%
Cc1sc2nc(CN3CCC(C)CC3)nc(Cl)c2c1C	?
COc1cc([N+](=O)[O-])ccc1NC(=O)CSc1nc2ccccc2n1-c1ccccc1	-8%
CCOCC(=O)Nc1cc(C(=O)Nc2ccc(F)cc2)ccc1Cl	1%
Oc1ccc(N=C/C=C/c2ccc(Br)cc2)cc1-c1nc2ccccc2s1	-2%
COc1cc(OC)c(C2CC(=O)N3CN(c4ccccc4C)CSC3=C2C#N)cc1OC (stereo not given)	-6%
O=C(c1cc2ccccc2c(=O)o1)N1CCCC1	-3%
O=[N+]([O-])c1ccc(Cl)c(/C=N/n2c(-c3cccnc3)n[nH]c2=S)c1	1%
Cc1c2c(nc3nc4ccccc4n13)CCCC2=O	0%
CC(=O)NC(c1ccco1)c1cc(Cl)c2ccc(N3CCCCC3)nc2c1O (stereo not given)	0%
N[C@@H](Cc1ccc(O)c(I)c1)C(=O)O	2%
O=C(O)C(Cc1ccccc1)N1C(=O)/C(=C/c2cccc3ccccc23)SC1=S (stereo not given)	2%
Brc1ccc(-c2nnc3ccc(Nc4ccccc4)nn23)cc1	-2%

Fetched by compound from the entries so far:
compound	Mm-Cpn inhibitor
CN(CCOC(=O)CN1C(=O)c2ccccc2C1=O)C1=NS(=O)(=O)c2ccccc21	-6%
CCCc1nc2sc3c(=O)[nH]cnc3c2c2c1CCCC2	-7%
Cc1sc2nc(CN3CCC(C)CC3)nc(Cl)c2c1C	?

Additional compounds.
compound	Mm-Cpn inhibitor
COC(=O)c1sccc1-c1ccc(C(N)=O)o1	-6%
CCCCC(=O)Nc1sc2c(c1-c1nc3ccccc3s1)CCN(C(C)=O)C2	-5%
COc1ccc(-c2c(C)n([O-])c3c([n+]2=O)CCCC3)cc1OC	5%
Fc1cccc(CNc2ncnc3ccc(-c4cccnc4)cc23)c1	-1%
CCOc1ccc2nc(NC3=NCN(Cc4ccco4)CN3)nc(C)c2c1	1%
CCN1CCN(CCNC(=O)C2CCN(Cc3nc(-c4ccc(Cl)cc4)oc3C)CC2)CC1	-1%
O=C(O)c1cccnc1SC1CC(=O)N(c2cccc3ccccc23)C1=O (stereo not given)	2%
O=C(CSc1nnc2c3ccccc3c3ccccc3c2n1)Nc1ccccc1	1%
Cc1cc2nc(NC3=NCN(CCN4CCOCC4)CN3)nc(C)c2cc1C	0%
Cc1ccc2[nH]c3c(c2c1)CN(C(=O)CN1CCSCC1)CC3	0%
Fc1cccc(CNc2ncnc3ccc(-c4ccccc4Cl)cc23)c1	1%
Cn1c(=O)[nH]c(=O)c2c1nc(N1CCCC1)n2CCSc1nc2ccccc2[nH]1	1%
COCCN1CN=C(Nc2nc(C)c3ccc(C)cc3n2)NC1	1%
CC(=O)OC[C@H]1O[C@@H](O/N=C(\C)CCN2CCCCc3nc(C)c(C)cc32)[C@H](OC(C)=O)[C@@H](OC(C)=O)[C@@H]1OC(C)=O	0%
Cc1cc2c(c(=O)n1Cc1ccccc1)C1O[C@](CCCCN3C(=O)c4ccccc4C3=O)(Cc3cc(C#N)ccc31)O2	0%[15.4 µM]
Cc1ccc(NC(=O)c2snc3c(=O)[nH]cnc23)cc1C	1%
COc1ccc(Oc2coc3cc(OCC(=O)N4CCCCC4)ccc3c2=O)cc1	-2%
Cc1ccc(C)c2[nH]c(=O)c(CCNC(=O)C(C)C)cc12	-2%
Cc1ccc2sc(-c3ccc(NC(=O)CCN4C(=O)c5ccccc5C4=O)cc3)nc2c1	-2%
Cc1ccc(C(=O)c2ccc(C(F)(F)F)cc2)cc1	0%

In the list so far, 2 contain a CF3 group.
compound	Mm-Cpn inhibitor
Cc1ccnc(NS(=O)(=O)c2cc(C(F)(F)F)ccc2Cl)c1	?
Cc1ccc(C(=O)c2ccc(C(F)(F)F)cc2)cc1	0%

Additional results.
compound	Mm-Cpn inhibitor
Cc1[nH]c(C)c(C(=O)O)c1CNC1CCCCC1C (stereo not given)	-8%
Cc1ccsc1C1CC(=O)OC2=C1C(=O)CC(C)(C)C2 (stereo not given)	0%
Cc1cc(C)c(NS(=O)(=O)c2ccc(NC(=O)/C=C/C(=O)O)cc2)c(C)c1	0%
Cc1ccc2c(c1)NC(=O)c1cccc([N+](=O)[O-])c1CO2	1%
Cc1cc2nc(-c3ccc(SCC(=O)NC(C)C)nc3)[nH]c2cc1C	-6%
Cn1c(SCC(=O)NCc2ccc(F)cc2)nc2c([nH]c3ccccc32)c1=O	1%
CCC1=C/C(=C\c2ccc3c(c2)OCO3)C(=O)S1	2%
O=C(N/N=C/c1ccc2nccnc2c1)c1ccccc1O	0%
COc1ccc(N=Nc2n(C)c3ccccc3[n+]2C)cc1	-1%
Cc1cc(C)nc(NC(=O)CSc2ncccn2)n1	1%
O=c1[nH]c2cc3c(cc2cc1C(c1nnnn1CC1CCCO1)N1CCCCCC1)OCO3 (stereo not given)	-14%
O=C1C2CCCN2c2ccc(S(=O)(=O)N3CCOCC3)cc2N1Cc1cccc(C(F)(F)F)c1 (stereo not given)	-9%
COc1ccc2cc(/C=C/C(=O)c3ccco3)c(Cl)nc2c1	-2%
O=C(CSc1nnc(Cc2cc(=O)[nH]c(=O)[nH]2)n1-c1ccc(Cl)cc1)N1CCc2ccccc21	-2%
COc1ccc(C(=O)Nc2ccc3nc4n(c(=O)c3c2)CCCC4)cc1[N+](=O)[O-]	-10%
CCCn1c(=NC(=O)c2ccc3c(c2)OCO3)c(C#N)cc2c(=O)n3cccc(C)c3nc21	-4%
Cc1cc(C)n(C(=O)C23CC4CC(CC(C4)C2)C3)n1	2%
COc1ccc(NC(=O)c2cccc(C(=O)Nc3ccc(OC)cc3)n2)cc1	1%
Cc1cccc(CSc2nc3ccncc3n2CC(=O)Nc2ccc(C)c(C)c2)c1	1%
Cc1ccc(NCN2C(=O)C3C4CCC(C4)C3C2=O)cc1 (stereo not given)	-1%
O=c1c2c3nc4ccccc4nc3n(-c3cccc(F)c3)c2ncn1Cc1ccc2c(c1)OCO2	-1%
O=C(COC(=O)c1sc2cc(Cl)ccc2c1Cl)Nc1ncc(Cl)cc1Cl	-1%
COc1ccc(Nc2nc(Cl)nc(N3CCN(c4ccc(OC)cc4)CC3)n2)cc1	0%
CCCCCCc1cc2cc(C(N)=O)c(=N)oc2cc1O	0%
CCC(C(=O)OCC(=O)Nc1cccc(S(=O)(=O)NC2=NCCCCC2)c1)c1ccccc1 (stereo not given)	4%
COc1ccc(CNC(=O)c2sc3nc4c(c(C(F)(F)F)c3c2N)CCC4)cc1	-1%
CSc1cccc(NC(=O)c2ccccn2)c1	0%
CC1CCc2c(sc3ncnc(SCC(=O)N4CCN(C(=O)c5ccco5)CC4)c23)C1 (stereo not given)	-8%
COc1ccc(-n2c(NC(=O)c3ccc(Br)o3)c(C#N)c3nc4ccccc4nc32)cc1	-3%

Screens: PubChem BioAssay, National Center for Advancing Translational Sciences (NCATS)

Some of the compounds tested, so the mix of outcomes need not match the whole.
